From PubChem BioAssay
NSD2 inh: NSD2 (human) methyltransferase inhibition | NSD2-SET H3K36me1 DELFIA fluorescence, biochemical | inhibition, % at 12.5 µM | 44,000 tested, 0.07% active; in the data active = inhibition above about 54%, passing the limit was not always enough; inconclusive = no clear call, values can overlap the other calls;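 note: inhibitors reduce the monomethyl H3K36 fluorescence signal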
Target sequence (O96028 whole entry, looked up): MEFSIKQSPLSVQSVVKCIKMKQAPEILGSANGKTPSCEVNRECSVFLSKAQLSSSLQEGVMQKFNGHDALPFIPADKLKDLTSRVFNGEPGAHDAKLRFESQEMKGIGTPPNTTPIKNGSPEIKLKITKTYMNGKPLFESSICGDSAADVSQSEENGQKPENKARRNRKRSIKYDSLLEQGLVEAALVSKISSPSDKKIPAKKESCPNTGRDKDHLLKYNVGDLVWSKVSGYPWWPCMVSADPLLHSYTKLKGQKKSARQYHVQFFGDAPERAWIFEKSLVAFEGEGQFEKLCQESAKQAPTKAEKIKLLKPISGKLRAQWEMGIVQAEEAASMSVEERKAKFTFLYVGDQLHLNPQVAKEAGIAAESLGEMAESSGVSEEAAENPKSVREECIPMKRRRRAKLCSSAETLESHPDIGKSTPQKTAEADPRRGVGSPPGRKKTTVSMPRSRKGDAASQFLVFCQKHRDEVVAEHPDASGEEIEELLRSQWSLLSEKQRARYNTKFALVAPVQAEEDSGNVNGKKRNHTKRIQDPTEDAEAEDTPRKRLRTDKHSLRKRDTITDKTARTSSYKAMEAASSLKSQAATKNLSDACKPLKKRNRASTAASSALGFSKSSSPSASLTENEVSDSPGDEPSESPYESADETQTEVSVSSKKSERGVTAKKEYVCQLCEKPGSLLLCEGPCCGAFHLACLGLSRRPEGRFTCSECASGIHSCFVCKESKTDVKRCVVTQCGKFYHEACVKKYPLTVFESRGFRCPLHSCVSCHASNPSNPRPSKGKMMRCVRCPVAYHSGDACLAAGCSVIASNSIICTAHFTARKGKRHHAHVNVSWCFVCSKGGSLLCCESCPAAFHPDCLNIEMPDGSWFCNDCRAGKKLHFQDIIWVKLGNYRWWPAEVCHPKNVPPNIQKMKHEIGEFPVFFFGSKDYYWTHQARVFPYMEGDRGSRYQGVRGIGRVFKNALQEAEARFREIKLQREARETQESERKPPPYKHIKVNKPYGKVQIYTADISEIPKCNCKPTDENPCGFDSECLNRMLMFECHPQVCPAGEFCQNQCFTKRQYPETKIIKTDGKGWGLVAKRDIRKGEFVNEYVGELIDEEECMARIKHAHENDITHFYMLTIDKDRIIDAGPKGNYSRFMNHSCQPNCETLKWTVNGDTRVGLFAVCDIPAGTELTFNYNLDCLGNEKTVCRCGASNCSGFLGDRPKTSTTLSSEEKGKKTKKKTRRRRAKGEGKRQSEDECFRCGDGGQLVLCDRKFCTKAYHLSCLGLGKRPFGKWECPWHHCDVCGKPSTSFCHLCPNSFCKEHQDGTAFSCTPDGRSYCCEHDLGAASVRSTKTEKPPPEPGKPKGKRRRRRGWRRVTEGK
* marks the source's active call; other numbers are inactive results; ? = inconclusive. This is a subset; the hit share may differ from the screen's.

SMILES | NSD2 inh
Cc1ccc(S(=O)(=O)N(C)C[C@@H]2Oc3ccc(NC(=O)Nc4ccc5c(c4)OCO5)cc3C(=O)N([C@H](C)CO)C[C@H]2C)cc1 | 9
C[C@@H]1CN([C@H](C)CO)C(=O)c2cc(-c3ccc(C#N)cc3)cnc2O[C@H]1CN(C)Cc1cncnc1 | 3
CS(=O)(=O)Nc1ccc2c(c1)[C@H]1C[C@H](CC(=O)NCc3ccncc3)O[C@H](CO)[C@H]1O2 | 0
C[C@H]1CN([C@@H](C)CO)C(=O)Cc2cc(NS(=O)(=O)c3cccs3)ccc2O[C@H]1CN(C)Cc1ccc(-c2ccccc2)cc1 | -27
CCCN(C)C[C@@H]1Oc2cc(C#Cc3ccc(F)cc3)ccc2S(=O)(=O)N([C@@H](C)CO)C[C@H]1C | -2
C[C@@H]1CN([C@@H](C)CO)C(=O)Cc2cc(NC(=O)NC3CCCCC3)ccc2O[C@H]1CN(C)C(=O)NC1CCCCC1 | 0
C[C@@H]1CN([C@@H](C)CO)C(=O)Cc2cc(N(C)C)ccc2O[C@H]1CN(C)C(=O)Nc1ccc(F)cc1 | 1
C[C@@H]1CN([C@H](C)CO)C(=O)c2cc(NC(=O)CCCN(C)C)ccc2O[C@@H]1CN(C)S(=O)(=O)c1ccc(F)cc1 | 1
Cc1ncc([N+](=O)[O-])n1CC(O)CCl (stereo not drawn) | 0
CN(C)CC(=O)Nc1ccc2c(c1)[C@@H]1C[C@@H](CC(=O)NCc3ccc(-c4ccccc4)cc3)O[C@@H](CO)[C@@H]1O2 | 0
C[C@@H]1CN([C@@H](C)CO)C(=O)Cc2cc(NC(=O)CCCN(C)C)ccc2O[C@H]1CN(C)S(=O)(=O)c1cccs1 | -3
C[C@@H]1CN([C@H](C)CO)C(=O)c2cc(NC(=O)C3CCCCC3)ccc2O[C@@H](C)CCCCO[C@H]1CN(C)C(=O)Nc1ccccc1 | ?
C[C@H]1CN([C@@H](C)CO)C(=O)c2cc(-c3cncnc3)cnc2O[C@@H]1CN(C)C(=O)Nc1ccc2c(c1)OCO2 | -8
C[C@H]1CN([C@@H](C)CO)C(=O)CCCn2cc(nn2)CO[C@H]1CN(C)C(=O)Oc1ccccc1 | -1
Cn1c(SCC(=O)O)nnc1-c1ccccc1 | 17
Cc1noc(C)c1S(=O)(=O)Nc1ccc2c(c1)CC(=O)N([C@H](C)CO)C[C@H](C)[C@@H](CN(C)Cc1ccncc1)O2 | 24
COc1ccc(C#Cc2ccc3c(c2)O[C@H](CN(C)C(=O)NC2CCCCC2)[C@@H](C)CN([C@H](C)CO)S3(=O)=O)cc1 | 1
C[C@@H]1CCCCO[C@H](CN(C)CC2CC2)[C@H](C)CN([C@@H](C)CO)C(=O)c2cc(NC(=O)Nc3ccc4c(c3)OCO4)ccc2O1 | 10
C[C@H](CO)N1C[C@H](C)[C@@H](CN(C)C(=O)Nc2ccc(F)cc2)Oc2ncc(C#C[C@@H](C)O)cc2C1=O | 0
C[C@@H]1CN([C@H](C)CO)C(=O)c2cc(NS(=O)(=O)c3cn(C)cn3)ccc2O[C@@H](C)CCCCO[C@@H]1CN(C)S(=O)(=O)c1cn(C)cn1 | 4

A second format for part of the listing above.
Cc1noc(C)c1S(=O)(=O)Nc1ccc2c(c1)CC(=O)N([C@H](C)CO)C[C@H](C)[C@@H](CN(C)Cc1ccncc1)O2
  NSD2 inh: 24
COc1ccc(C#Cc2ccc3c(c2)O[C@H](CN(C)C(=O)NC2CCCCC2)[C@@H](C)CN([C@H](C)CO)S3(=O)=O)cc1
  NSD2 inh: 1
C[C@@H]1CCCCO[C@H](CN(C)CC2CC2)[C@H](C)CN([C@@H](C)CO)C(=O)c2cc(NC(=O)Nc3ccc4c(c3)OCO4)ccc2O1
  NSD2 inh: 10
C[C@H](CO)N1C[C@H](C)[C@@H](CN(C)C(=O)Nc2ccc(F)cc2)Oc2ncc(C#C[C@@H](C)O)cc2C1=O
  NSD2 inh: 0

Returning to the listing, starting two compounds before the break.
SMILES | NSD2 inh
C[C@H](CO)N1C[C@H](C)[C@@H](CN(C)C(=O)Nc2ccc(F)cc2)Oc2ncc(C#C[C@@H](C)O)cc2C1=O | 0
C[C@@H]1CN([C@H](C)CO)C(=O)c2cc(NS(=O)(=O)c3cn(C)cn3)ccc2O[C@@H](C)CCCCO[C@@H]1CN(C)S(=O)(=O)c1cn(C)cn1 | 4
C[C@H](CO)N1C[C@H](C)[C@@H](CN(C)S(=O)(=O)c2ccccc2)OCCCC[C@H](C)Oc2ccc(NC(=O)CCCN(C)C)cc2C1=O | 0
Cc1noc(C)c1NC(=O)Nc1ccc2c(c1)C(=O)N([C@H](C)CO)C[C@H](C)[C@@H](CN(C)C(=O)Nc1ccccc1)OCCCC[C@@H](C)O2 | 3
CNC[C@@H]1Oc2c(NS(=O)(=O)c3ccc(C)cc3)cccc2C(=O)N([C@@H](C)CO)C[C@@H]1C | -6
CCCC#Cc1cnc2c(c1)C(=O)N([C@H](C)CO)C[C@@H](C)[C@H](CN(C)S(=O)(=O)c1cn(C)cn1)O2 | 0
CCOC(=O)[C@H](CCc1ccccc1)N[C@H](C)C(=O)N1C2CCCCC2C[C@H]1C(=O)O (stereo partly drawn) | 1
Cc1noc(C)c1S(=O)(=O)Nc1cccc2c1O[C@@H](CN(C)CC1CCCCC1)[C@@H](C)CN([C@@H](C)CO)C2=O | -2
Cc1ccc(-c2ccc3c(c2)O[C@H](CN(C)Cc2cncnc2)[C@H](C)CN([C@@H](C)CO)S3(=O)=O)cc1 | -4
COc1ccc(C#Cc2cnc3c(c2)C(=O)N([C@@H](C)CO)C[C@H](C)[C@H](CN(C)C(C)=O)O3)cc1 | 0
COc1cc(/C=C/C(=O)OC2CC3CCC2(C)C3(C)C)ccc1O (stereo not drawn) | -4
C[C@H](CO)N1C[C@H](C)[C@H](CN(C)CC2CC2)Oc2c(NS(=O)(=O)c3cn(C)cn3)cccc2C1=O | 5
C[C@@H]1CN([C@@H](C)CO)C(=O)CCCn2nncc2CO[C@@H]1CN(C)Cc1ccccc1C(=O)O | -15
CNC[C@@H]1Oc2ccc(NC(=O)c3ccncc3)cc2C(=O)N([C@@H](C)CO)C[C@H]1C | 2
C[C@H](CO)N1C[C@H](C)[C@@H](CN(C)S(=O)(=O)c2cccc(F)c2)Oc2ncc(C#CC3CCCCC3)cc2C1=O | -5
Cc1ccccc1S(=O)(=O)N(C)C[C@H]1OCc2cnnn2CCCC(=O)N([C@H](C)CO)C[C@@H]1C | -5
COc1ccc([Si](C)(C)[C@@H]2[C@@H](CCn3cc(CCO)nn3)O[C@]3(C(=O)N(C)c4c(Br)cc(C)cc43)[C@H]2C)cc1 | 6
CNC[C@@H]1Oc2ccc(NC(=O)Cn3cnnn3)cc2CC(=O)N([C@H](C)CO)C[C@@H]1C | 0
COc1ccc(-c2cnc3c(c2)C(=O)N([C@H](C)CO)C[C@H](C)[C@H](CN(C)C(=O)Nc2cccc4ccccc24)O3)cc1 | -9
CC(C)Cc1ccc(/C=C/C(=O)N2CCOCC2)cc1 | 9
Cc1noc(C)c1NC(=O)Nc1ccc2c(c1)C(=O)N([C@@H](C)CO)C[C@H](C)[C@H](CN(C)S(=O)(=O)c1ccccc1)O2 | 8
C[C@@H]1CN([C@H](C)CO)C(=O)Cc2cc(NC(=O)NC3CCCCC3)ccc2O[C@@H]1CN(C)S(=O)(=O)c1ccc(Cl)cc1 | 5
Cc1ccc(CN(C)C[C@@H]2OCc3cn(nn3)CCCC(=O)N([C@@H](C)CO)C[C@H]2C)cc1 | -1
Cc1noc(C)c1NC(=O)Nc1cccc2c1O[C@@H](CN(C)C(=O)Nc1ccccc1)[C@@H](C)CN([C@H](C)CO)C2=O | -2
C[C@@H]1CCCCO[C@@H](CN(C)C(=O)Cc2ccccc2)[C@H](C)CN([C@@H](C)CO)C(=O)c2cc(NS(C)(=O)=O)ccc2O1 | -2
CO[C@@H](CN(C)S(=O)(=O)c1cccc(Cl)c1)[C@@H](C)CN([C@H](C)CO)S(=O)(=O)c1ccc(Cl)cc1 | 2
C[C@H]1CN([C@@H](C)CO)C(=O)c2cccc(NS(=O)(=O)c3cn(C)cn3)c2O[C@@H]1CN(C)Cc1ccc(C(F)(F)F)cc1 | -1
COc1c(OC)c2occc2c2oc(=O)ccc12 | 20
c1cnc(N2CCN(Cc3ccc4c(c3)OCO4)CC2)nc1 | -3
CC(=O)n1cc([C@@H]2C=C(C(N)=O)O[C@H](OCCCCO)C2)c2ccccc21 | -8
CN1CCc2nc(SCC(=O)Nc3ccc(C(C)(C)C)cc3)c(C#N)cc2C1 | -2
CC(C)CC#Cc1ccc2c(c1)O[C@@H](CN(C)C(=O)c1ccccc1)[C@@H](C)CN([C@H](C)CO)S2(=O)=O | 4
C[C@H]1CN([C@@H](C)CO)C(=O)c2cccc(NC(=O)Nc3ccccc3)c2O[C@@H]1CN(C)Cc1ccc(C(F)(F)F)cc1 | -7
COc1ccc(S(=O)(=O)Nc2ccc3c(c2)C(=O)N([C@@H](C)CO)C[C@H](C)[C@@H](CN(C)CC2CC2)O3)cc1 | 10
COc1ccc(S(=O)(=O)Nc2ccc3c(c2)C(=O)N([C@H](C)CO)C[C@H](C)[C@H](CN(C)S(=O)(=O)c2cn(C)cn2)O3)cc1 | 10
CNC[C@H]1Oc2cc(-c3ccncc3)ccc2S(=O)(=O)N([C@H](C)CO)C[C@@H]1C | 5
CSc1nnc(SC)n1CCNC(=O)c1c(Cl)cccc1Cl | -3
C[C@@H]1CCCCO[C@@H](CN(C)C)[C@H](C)CN([C@H](C)CO)C(=O)c2cc(NC(=O)Nc3ccc(C(F)(F)F)cc3)ccc2O1 | 10
COc1ccc(NC(=O)N(C)C[C@@H]2Oc3ncc(-c4cc5ccccc5o4)cc3C(=O)N([C@H](C)CO)C[C@@H]2C)cc1 | 8
COc1c2c(cc3oc(=O)ccc13)OC(C)(C)C=C2 | -1
C[C@@H]1CN([C@@H](C)CO)C(=O)c2cc(/C=C/c3ccccc3)cnc2O[C@H]1CN(C)C(=O)c1cccc(F)c1 | 0
COc1ccc(NC(=O)Nc2ccc3c(c2)CC(=O)N([C@@H](C)CO)C[C@H](C)[C@H](CN(C)S(=O)(=O)c2ccc(C)cc2)O3)cc1 | 0
C[C@H]1CN([C@@H](C)CO)C(=O)CCCn2cc(nn2)CO[C@@H]1CN(C)S(=O)(=O)c1cccc(C#N)c1 | 3
C[C@H](CO)N1C[C@H](C)[C@H](CN(C)Cc2ccc(Oc3ccccc3)cc2)OCc2cn(nn2)CCCC1=O | 7
CCC(=O)N(C)C[C@@H]1Oc2cc(C#CC(C)(C)O)ccc2S(=O)(=O)N([C@H](C)CO)C[C@@H]1C | -3
CCC(C)/C=C/C1=CC2=C(Cl)C(=O)C3(C)OC(=O)C(C(=O)C(C)C(C)O)C3C2=CO1 (stereo not drawn) | -3
C[C@@H]1CN([C@@H](C)CO)C(=O)c2cc(N(C)C)ccc2O[C@H]1CN(C)C(=O)NC1CCCCC1 | 0
COc1ccccc1-c1ccc2c(c1)O[C@H](CN(C)C(C)=O)[C@H](C)CN([C@@H](C)CO)S2(=O)=O | 3
COCCNC(=O)C[C@H]1C[C@H]2c3cc(NC(=O)Nc4ccc(OC)cc4)ccc3O[C@H]2[C@H](CO)O1 | 3
Cc1ccc(S(=O)(=O)N(C)C[C@@H]2OCc3cn(nn3)CCCC(=O)N([C@@H](C)CO)C[C@H]2C)cc1 | -1
CNC[C@H]1Oc2ccc(NS(=O)(=O)c3ccc(C)cc3)cc2C(=O)N([C@H](C)CO)C[C@H]1C | 0
C[C@H]1CN([C@@H](C)CO)C(=O)c2cc(-c3cccc(C#N)c3)cnc2O[C@H]1CN(C)C | -12
